# Assay outcomes deposited in PubChem by several laboratories.
# KCNQ2 inh: KCNQ2 channel blockers in CHO-K1 cells – cell-based, FluxOR thallium flux, B-score, primary screen (AID 2156). 20 min; active compounds read low. B-score at 10 µM. 1.1% of 310,000 active;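 active = fluorescence ratio B-score at most minus 3 library SDs, with starting brightness B-score within 2 library SDs, cut at about -5.5 in these data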
# Target sequence (O88943 whole entry, looked up): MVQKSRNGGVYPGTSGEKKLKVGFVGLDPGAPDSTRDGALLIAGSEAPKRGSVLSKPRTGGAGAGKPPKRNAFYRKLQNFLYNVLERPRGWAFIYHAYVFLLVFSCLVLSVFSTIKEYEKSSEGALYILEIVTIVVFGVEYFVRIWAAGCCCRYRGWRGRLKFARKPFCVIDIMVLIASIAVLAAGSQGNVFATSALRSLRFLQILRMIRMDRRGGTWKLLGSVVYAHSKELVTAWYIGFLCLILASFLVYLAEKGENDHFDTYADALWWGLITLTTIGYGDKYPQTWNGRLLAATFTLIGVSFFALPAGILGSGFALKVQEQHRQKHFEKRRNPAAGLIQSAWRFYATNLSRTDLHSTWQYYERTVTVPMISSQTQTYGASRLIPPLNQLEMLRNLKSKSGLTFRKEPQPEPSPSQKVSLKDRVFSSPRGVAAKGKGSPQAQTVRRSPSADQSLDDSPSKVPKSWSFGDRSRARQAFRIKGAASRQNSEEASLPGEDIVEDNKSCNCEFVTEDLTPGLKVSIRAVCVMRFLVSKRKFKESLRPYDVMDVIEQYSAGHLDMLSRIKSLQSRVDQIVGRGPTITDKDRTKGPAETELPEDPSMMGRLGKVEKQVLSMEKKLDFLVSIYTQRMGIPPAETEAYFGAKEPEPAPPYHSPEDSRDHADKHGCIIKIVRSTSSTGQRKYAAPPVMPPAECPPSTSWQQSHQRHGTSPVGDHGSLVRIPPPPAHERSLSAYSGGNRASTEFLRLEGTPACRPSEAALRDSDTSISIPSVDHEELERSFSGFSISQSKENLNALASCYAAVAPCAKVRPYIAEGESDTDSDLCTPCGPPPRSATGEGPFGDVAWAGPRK
# Kir21 inh: inhibitors of mouse Kir2.1 inward-rectifier potassium channel | HEK293-Kir2.1, FluxOR thallium flux fluorescence; active compounds read low | B-score at 10 µM | 0.85% of 310,000 active | AID 1672;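 active = fluorescence ratio B-score at or below minus 3 SD of library scores, with starting-brightness B-score within 2 SD, cut at about -4.2 in these data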;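 note: channel flux triggered by added potassium and thallium sulfate stimulus; B-score of peak minus minimum fluorescence over baseline after thallium stimulus; more negative B-score means stronger Kir2.1 block with less thallium influx; some compounds called inactive have numbers as strong as hits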
# STK33 kinase inh: human STK33 kinase inhibition; inhibition, % at 10 µM; AID 2661; purified STK33, MBP phosphorylation, ADP-Glo luminescence; 0.073% of 320,000 active; Q9BYT3;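 active = inhibition at or above 25%, using the most active replicate where run in duplicate; inactive = inhibition below 25%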
# An asterisk follows results filed as active; i = inactive; . = no result given.
SMILES,KCNQ2 inh,Kir21 inh,STK33 kinase inh
Cc1cc2occ(CC(=O)NNC(=O)c3ccccc3F)c2cc1C,i,-0.17,0.5
Cc1ccc(S(=O)(=O)Nc2cccc(NC(=O)CN3CCCCC3)c2)cc1,i,-2.76,-1.0
Cc1cc2ccccc2c(=O)n1CC(=O)NC1CCCCCC1,i,1.29,-4.3
CC1=CC(C)(C)N(S(=O)(=O)c2ccc(C)cc2)c2ccc(C)cc21,i,1.06,-1.3
COc1cc(C(=O)NCCOc2ccc(F)cc2)c(Br)c(OC)c1OC,i,-1.79,1.2
CCOC(=O)C1=C(C)N=c2s/c(=C/c3ccc(OCC(=O)O)c(OC)c3)c(=O)n2C1c1ccc(Cl)cc1 (stereo not given),i,0.11,-1.1
COC(=O)N1C(=O)[C@@](CC(C)C)(c2ccccc2)N1C(=O)OC,i,-0.86,-1.6
COc1cc(C)ccc1OCc1cc(C(=O)NCCN2CCCC(O)C2)no1 (stereo not given),i,1.49,-1.4
CCN(CC(=O)Nc1c(F)cccc1F)C(=O)CCN1C(=O)c2cccc([N+](=O)[O-])c2C1=O,i,-1.59,-0.4
CCNC(=O)C(Sc1ccccc1)c1ccccc1 (stereo not given),i,-0.21,-0.8
COC(=O)CSc1nc(N)c(C#N)c(CC(C)C)c1C#N,i,-1.47,-0.7
CCOC(=O)Cn1nnc(-c2ccccc2)n1,i,-2.28,-2.2
CCc1ccc(N2CC(C(=O)Nc3ccc(S(=O)(=O)NCC4CCCO4)cc3)CC2=O)cc1 (stereo not given),i,1.66,-0.4
COc1ccc(NC(=O)C/C(C)=N/NC(=O)C(=O)NC(C)C)c(OC)c1,i,2.12,-0.2
Cc1ccc(SCC(=O)Nc2ccc(S(=O)(=O)Nc3ncccn3)cc2)cc1,i,1.41,-0.3

# One compound at a time, from the list above. Order of screens: KCNQ2 inh | Kir21 inh | STK33 kinase inh
# `COC(=O)N1C(=O)[C@@](CC(C)C)(c2ccccc2)N1C(=O)OC` in the list: i | -0.86 | -1.6
# `Cc1ccc(SCC(=O)Nc2ccc(S(=O)(=O)Nc3ncccn3)cc2)cc1` in the list: i | 1.41 | -0.3
# `CCc1ccc(N2CC(C(=O)Nc3ccc(S(=O)(=O)NCC4CCCO4)cc3)CC2=O)cc1` (stereo not given) in the list: i | 1.66 | -0.4

# The results go on:
SMILES,KCNQ2 inh,Kir21 inh,STK33 kinase inh
CCOC(=O)CN(C(=O)CSc1nnc(-c2cccc(OC)c2)o1)c1ccc(F)cc1,i,-0.31,-0.5
COc1ccc(COC(=O)N/C=C/c2ccco2)cc1,i,-0.72,-0.4
Cc1cccc(NC2=NC(=S)N(c3ccc(C(=O)O)cc3)C23CCCCC3)c1,i,-0.21,-0.2
Cc1cc(C)n(Cc2nc3ccccc3n2C)n1,i,-0.31,-0.4
CCCCN1C(=S)NC[C@@H]1c1ccccc1,i,-0.49,0.5
Cc1ccc(C(=O)c2c3ccc(C(F)(F)F)cc3[n+]([O-])n2CCCC(N)=O)cc1,i,0.43,-0.5
CC1Cc2cc(/C(O)=C3/C(=O)C(=O)N(CCCn4ccnc4)C3c3cccnc3)ccc2O1 (stereo not given),i,0.38,-0.2
COc1c(C)cc(C(=O)C2CCCN(C(=O)c3cccc(-n4cccn4)c3)C2)cc1C (stereo not given),i,-0.31,-0.9
Cc1ccc(NC(=O)CSc2nc(NS(=O)(=O)c3ccc(C)cc3)cc(=O)[nH]2)cc1,i,-0.45,0.1
Cc1ccc(S(=O)(=O)N(C)CCCC(=O)N2CCN(C=O)CC2)cc1,i,1.07,-1.6
Cc1cc(Cl)c(S(=O)(=O)NCc2ccncc2)cc1OCC(N)=O,i,0.69,-0.3
CC(C)CNc1cc(Cl)c(S(=O)(=O)NCC(C)C)cc1C(=O)O,i,1.26,-5.1
Cc1cc(C)n(-c2ccc(Cl)c(C(=O)Nc3ccc(OC(F)(F)F)cc3)n2)n1,i,-1.75,-0.7
Cc1onc(-c2c(Cl)cccc2Cl)c1C(=O)N1CCN(c2ncccn2)CC1,i,-0.91,-0.6
CCC(=O)NC(=S)Nc1cccc(NC(=O)c2ccc(Cl)cc2Cl)c1,i,1.02,0.1
COC(=O)C(c1ccccc1)C(C(=O)OC)c1ccccc1 (stereo not given),i,-0.95,-2.1
Cn1c(SCc2ccc([N+](=O)[O-])cc2)nnc1-c1cccnc1,i,-0.18,2.5
CCOC(=O)COc1c(/C=N\OC)cc(Cl)cc1OC,i,-0.18,-0.3
CS(=O)(=O)N1CCC(C(=O)NCc2ccc(Cl)cc2Cl)CC1,i,1.85,0.0
Cc1ccc(C)c(N(Cc2ccccc2F)S(C)(=O)=O)c1,i,-2.04,-0.6
Cc1ccc(-n2nc(C)c3c2OC(N)=C(C#N)C3c2ccoc2)cc1 (stereo not given),i,0.91,-0.4
O=C(c1ccccc1)N1CCN(Cc2ccccc2)CC1,i,0.2,-0.3
CCC(=O)c1ccc(N2CCN(C(=O)c3ccccc3)CC2)c(F)c1,i,0.33,-1.3
O=C(C1CCCO1)N(Cc1ccccc1)c1ccccc1 (stereo not given),i,-0.55,-0.5
CN(C)S(=O)(=O)c1ccc(S(=O)(=O)N2CCCC(C(=O)NC3CC3)C2)cc1 (stereo not given),i,0.01,-1.2
CON/C=C(\C=Nc1ccccc1)c1ncc(C(F)(F)F)cc1Cl,i,0.45,0.8
CCCCNC(=O)c1ccccc1C(=O)NCCCC,i,-2.05,-1.7
COc1ccc(OC)c(CCNC(=O)CN2C(=O)CC(C)(C)S(=O)(=O)c3ccccc32)c1,i,-1.49,0.9
CCOC(=O)N1CCC(NCc2c(C(=O)N(C)Cc3ccccc3)nc3ccccn23)CC1,i,0.31,0.1
CSc1nc(-c2ccccc2)c2cc(Cl)ccc2n1,i,0.72,-0.3
CCc1nn(CC(=O)NCCCN2CCN(CC)CC2)c(=O)c2cc3occc3n12,i,-1.71,0.5
Cc1cc2nc(C)n(CCCN)c2cc1C,i,-0.25,-0.6
CC(=O)c1c(C)[nH]c(C(=O)CSc2ccc(F)cc2)c1C,i,-0.58,-0.9
COc1ccc(S(=O)(=O)N2CCC(C(=O)N3CCCC3)CC2)cc1Cl,i,0.31,-1.6
COc1ccc(N2CC(C(=O)Nc3nc(-c4ccccc4)c(C(C)=O)s3)CC2=O)c(OC)c1 (stereo not given),i,0.24,7.3
CCCCNC1=CC(=O)C(=O)c2ccccc21,i,0.39,0.0
CCOc1ccc(C(C)NC(=O)c2ccccc2F)cc1 (stereo not given),i,0.01,-0.9
Cc1ccc2c(Cl)c(C(=O)NCCc3ccccc3)sc2c1,i,-0.27,-0.9
CC(C)Sc1nc2[nH]ncc2c(=O)[nH]1,i,0.69,-0.1
CCc1ccc(OC(C)C(=O)Nc2ccc(S(=O)(=O)Nc3cc(C)on3)cc2)cc1 (stereo not given),i,0.08,-0.5
O=C1NC2(CCCCC2)C(=O)N1Cc1cccc(C(F)(F)F)c1,i,1.9,-1.6
Cc1ccc(CC2CC(=O)N(c3cc(Cl)ccn3)C2=O)cc1 (stereo not given),i,0,0.5
CCOC(=O)c1[nH]c(C)c(C(=O)OCC(=O)Nc2sc3c(c2C#N)CCCCC3)c1C,i,-1.63,0.0
COc1ccccc1/C=N/NC(=O)C(NC(=O)c1ccccc1)=C(C)C,i,0.22,-1.1
CSCCC(NC(=O)c1ccc(=O)n(C)n1)c1nc2ccccc2[nH]1 (stereo not given),i,-0.12,0.9

# Four of these compounds, reformatted:
CCc1ccc(OC(C)C(=O)Nc2ccc(S(=O)(=O)Nc3cc(C)on3)cc2)cc1 (stereo not given)
- KCNQ2 inh = i
- Kir21 inh = 0.08
- STK33 kinase inh = -0.5

O=C1NC2(CCCCC2)C(=O)N1Cc1cccc(C(F)(F)F)c1
- KCNQ2 inh = i
- Kir21 inh = 1.9
- STK33 kinase inh = -1.6

Cc1ccc(CC2CC(=O)N(c3cc(Cl)ccn3)C2=O)cc1 (stereo not given)
- KCNQ2 inh = i
- Kir21 inh = 0
- STK33 kinase inh = 0.5

CCOC(=O)c1[nH]c(C)c(C(=O)OCC(=O)Nc2sc3c(c2C#N)CCCCC3)c1C
- KCNQ2 inh = i
- Kir21 inh = -1.63
- STK33 kinase inh = 0.0

# Further structures follow:
SMILES,KCNQ2 inh,Kir21 inh,STK33 kinase inh
COc1ccc(Br)cc1S(=O)(=O)N1CCN=C1c1ccccc1,i,-2.05,0.0
CSc1ccc(CCNC(=O)c2nn(C)c3c2CS(=O)(=O)c2ccccc2-3)cc1,i,-1.55,-1.7
CC(C)OCCCNC(=O)c1ccc(CS(=O)(=O)Cc2ccccc2F)o1,i,1.15,-0.5
COCc1nnc(NS(=O)(=O)c2c(C)cc(C)cc2C)s1,i,0.59,0.5
COC(=O)c1ccccc1Oc1cc(C(F)(F)F)nc(-c2ccccn2)n1,i,-0.04,-0.6
O=C(O)CSc1nnc(-c2cccnc2)n1Cc1ccccc1,i,-0.01,-0.5
CCOc1ccccc1NC(=O)CC(O)(C(F)(F)F)C(F)(F)F,i,-0.02,-0.2
COc1ccccc1C(=O)Nc1ccccc1SC(=O)c1ccccc1OC,i,0.11,-0.4
COc1ccc(NC(C)=O)cc1NC(=O)c1ccc2ccccc2c1,i,1.63,0.5
CC(CCc1ccccc1)NC(=O)c1ccc(Br)o1 (stereo not given),i,-0.05,-0.1
COc1cccc(C(=O)NCCS(=O)(=O)NCCc2ccc(OC)c(OC)c2)c1,i,1.67,-0.5
Cc1cccc(N2CCN(C(=S)Nc3ccc4nc(N5CCN(C)CC5)cc(C)c4c3)CC2)c1C,i,0.07,.
CN(C)C(=O)CCCc1nc(-c2ccc(Cl)cc2)no1,i,1.92,0.3
Cc1cc(NC(=O)Nc2ccc(C)c(C)c2)no1,i,0.16,0.5
CSc1ncc(C(=O)Nc2ccc(C)cc2C)c(C)n1,i,0.59,-0.2
CCC(OC(=O)C1=Cc2ccccc2OC1)C(=O)NC1CCCC1 (stereo not given),i,-1.14,-0.1
CCN(CC)S(=O)(=O)c1ccc(NC(=S)NC(=O)C(C)C)cc1,i,2.83,-1.2
CCOC(=O)c1oc2ccccc2c1CN1CCOCC1,i,-0.34,-0.2
CSCCC(NS(=O)(=O)c1ccc2c(c1)oc(=O)n2C)C(=O)NC1CCCc2ccccc21 (stereo not given),i,-0.98,-1.6
CCN(Cc1ccccc1)S(=O)(=O)c1ccc(S(=O)(=O)N2CCN(C)CC2)cc1,i,0.66,0.4
CN(C(=O)c1cnc2n(c1=O)CCS2)C1CCCCC1,i,-1.54,-0.8
CCC(C(=O)NCCCN1CCN(CC)CC1)n1nc(C)n2c(cc3occc32)c1=O (stereo not given),i,-0.04,0.9
COc1ccc(CNC(=O)C2CCN(c3nccs3)CC2)cc1,i,-0.63,-3.5
c1ccc(-c2ccc(C3=Nn4c(nnc4-c4cc(-c5ccccc5)n[nH]4)SC3)cc2)cc1,i,2.93,2.0
CCc1[nH]c(=O)[nH]c1C(C)S(=O)(=O)c1ccc(C)cc1 (stereo not given),i,0.07,-0.2
O=c1c2ccccc2nc2n1-c1ccccc1CCC2,i,0.57,-0.3
CCc1ccc(C(=O)Nc2cc3c(cc2Cl)OCCCO3)cc1,i,-0.4,-2.7
CCOC(=O)c1cc(CC)sc1NC(=O)COC(=O)c1cc[n+]([O-])cc1,i,-1.48,-0.2
COc1ccccc1N1C(=O)c2cccc3cccc(c23)C1=O,i,0.01,-0.7
O=C(CCN1C(=O)C2CCCCC2C1=O)Nc1ccc(Br)cc1F (stereo not given),i,0.29,-1.1
CCc1cc(C(=O)N2CCN(c3ncccn3)CC2)sc1C,i,0.07,0.8
O=C(CN1C(=O)C2CC=CCC2C1=O)OCc1cc(=O)n2cc(Br)ccc2n1 (stereo not given),i,0.58,0.1
O=C(Nc1ccc(-c2nc3ccccc3s2)c(OC(=O)c2ccccc2)c1)c1ccccc1,i,0.56,-0.8
Cc1nn(Cc2cccc(C(=O)Nc3ccn(Cc4ccccc4F)n3)c2)c(C)c1[N+](=O)[O-],i,-2.27,0.0
O=C(NC1CCCC1)C(c1cccnc1)N(Cc1ccccc1)C(=O)c1csnn1 (stereo not given),i,0.27,0.0
CCN(CC)S(=O)(=O)c1ccc2c(c1)nc(SC(C)C(=O)NCC1CCCO1)n2CC (stereo not given),i,0.39,-2.0
Cc1c(NC(=O)COC(=O)c2ncc(Cl)c(Cl)c2Cl)c(=O)n(-c2ccccc2)n1C,i,0.26,-2.0
C=CCNC(=O)c1ccc(CN(c2ccc(OCC)cc2)S(=O)(=O)c2ccc(C)cc2)cc1,i,0.02,-0.3
COc1ccc(/C=N/n2cnc3c([nH]c4ccc(F)cc43)c2=O)cc1CN1CCCC1,i,-1.22,-0.2
O=C1N=C(N2CCN(c3cccc4ccccc34)CC2)S/C1=C/c1cccs1,i,0.1,0.8
CCn1cc(S(=O)(=O)CC(=O)Nc2ccc(C)cc2)c2ccccc21,i,-1.21,0.4
COc1ccccc1CC1(C)NC(=O)N(CC(=O)N2CCc3ccccc3C2)C1=O (stereo not given),i,0,-0.5
Cc1cccc(CNC(=O)c2ccc3nc(Cc4ccccc4F)oc3c2)n1,i,0.36,0.8
Cc1ccc(Cl)cc1N1CCN(CC(=O)Nc2ccc(CN3CCCCC3)cc2)CC1,i,-0.18,0.2
C=CC(=O)NC(C)(C)CCN1CCOCC1,i,1.43,-0.4
CCOC(=O)CCNCC1COc2ccccc2O1 (stereo not given),i,-1.98,2.1
COc1cc([N+](=O)[O-])ccc1NC(=O)CSc1nccn1C,i,0.61,0.2
COC(=O)c1ccccc1NC(=S)NC(=O)c1ccccc1,i,-0.11,0.6
